INS-1E GSIS act = GLuc luminescence reporter in INS-1E cells, primary screen for activators of glucose-dependent secretion of insulin; AID 743287, 2014; hit rate 0.61% among 370,000; INS-1E GLuc reporter insulin secretion, 2-3 h; activation, % at 16.6 µM;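 active = lowest replicate activation of at least 40%, so every replicate reaches that level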;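 note: 0% = median of neutral control wells and 100% = median of IBMX positive control wells; some compounds called inactive have numbers as strong as hits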
miR122 inh = miR-122 Renilla sensor signal increase in Huh7, primary screen, miR-122 inhibitor project, cell-based, single point, plate reader | Huh7 miR-122 Renilla luciferase sensor, 48 h; neutral wells = 0, positive control = 100 | activation (reporter increase), % at 12.5 µM | hit rate 0.3% among 340,000 | AID 602342, 2012;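 active = mean replicate activation score at least 90 and every replicate individually at or above 90; inconclusive = only one of the two criteria met; inactive = neither criterion met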;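 note: higher luciferase means less miR-122 activity so hits act as miR-122 inhibitors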
PAX8 reporter = inhibitors of PAX8-driven TPO luciferase reporter, primary screen, RMG-I cells, single concentration. SteadyGlo, 24 h. inhibition, % at 12.6 µM. hit rate 1.2% among 360,000. AID 652154, 2013;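 active = mean replicate inhibition at least 60% with every replicate also reaching 60%; inconclusive = only one of the two criteria is met; inactive = mean below 60% and not all replicates reaching 60%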;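 note: luciferase light reporting Pax8 driven TPO promoter activity; plate controls were median of neutral control wells for no effect and mitoxantrone controls for full effect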
DENV2 CPE rescue = inhibitors of DENV2 cytopathic effect, primary screen, cell-based, plate reader, single concentration | DENV2-infected cells, cytopathic effect rescue | CPE inhibition, % at 9.99 µM | hit rate 1.7% among 350,000; in the data active = CPE inhibition above about 20%, passing the limit was not always enough; inconclusive = no clear call, values can overlap the other calls; tested in BHK-21 cells;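 note: 0% = median of neutral control wells and 100% = median of positive control wells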
FN deposit inh = inhibitors of fibronectin matrix deposition, primary screen, AH1F cells, Alexa488-fibronectin fluorescence, plate reader; AH1F fibroblasts, overnight; inhibition, % at 12.6 µM; hit rate 0.086% among 350,000; AID 743247, 2014;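 active = mean inhibition across replicates of 30% or more, regardless of how many single replicates reach that level; inconclusive = mean under 30% yet at least half of replicates reach 30%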;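 note: positive control wells lacked labelled fibronectin entirely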
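Material: AH1F fibroblast monolayer depositing Alexa488-labelled fibronectin into matrix | Input: 10000 AH1F cells/well | Medium: DMEM plus 2% serum, read in PBS | Reagent: Alexa488-fibronectin, 24 nM final in well | Compound dosing: One dose per compound, pinned | Schedule: 1 h adhesion, overnight exposure | Measured by: Fluorescence at 485 nm excitation, 525 nm emission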
EWS-Fli inh = EWS/Fli-driven NR0B1 reporter inhibitors, primary screen, A673 cells, NR0B1 luciferase, luminescence, MLPCN library; inhibition, % at 12.6 µM; hit rate 0.67% among 350,000; AID 651661, 2012; viability-normalised;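 active = mean inhibition of at least 50% after viability correction, with every replicate also passing that limit; inconclusive = mean reaches 50% but only one of two replicates passes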;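 note: firefly luciferase signal divided by Alamar Blue viability fluorescence both relative to DMSO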
F508del corr = F508del CFTR correction, initial screen, CFBE line, single point. hit rate 0.36% among 350,000. activity (quench increase), % at 7.58 µM. CFBE cells, YFP halide quenching; stimulated with forskolin plus potentiator P3; % fluorescence drop versus neutral controls. AID 720511, 2013;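 active = mean added fluorescence quench of at least 8% versus neutral control, with both replicates also reaching 8%; inconclusive = only one of the mean or replicate conditions met; inactive = mean below 8% and not both replicates reaching 8%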;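 note: cells transiently co-express mutant CFTR-F508del with the halide-sensitive YFP; corrector assay measuring rescue of mutant channel to the surface after 24 h compound exposure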
Active calls of the source: *; ? = inconclusive; . = no result given; & = joins results of further samples; ! = repeats disagree; [ ] = another dose, or the depositor's remark. No enrichment for hits; any-hit rate near 3.9%.

structure	INS-1E GSIS act	miR122 inh	PAX8 reporter	DENV2 CPE rescue	FN deposit inh	EWS-Fli inh	F508del corr
Clc1ccc(-c2csc(N/N=C/c3cccnc3)n2)c(Cl)c1	16	.	-12	.	-8	-10	-1.4
CC(=O)Nc1nc(C)cs1	10	-4	-4	.	5	7	1.5
Cc1ccc(Cn2nc(C)c(NC(=O)C3CC3)c2C)cc1	12	4	-11	.	-25	.	.
CCCCN(C)C(=O)c1nc2ccccn2c1CN1CCN(c2ncccn2)CC1	3	.	19	-3	10	-7	-2.6
CCN(CC)S(=O)(=O)c1ccc(S(=O)(=O)NCc2cccs2)cc1	21	32	-9	18	4	17	2.0
Cc1cc(C)c(Cn2cnc3ccccc32)c(C)c1	-11	-3	8	-1	.	10	2.5
COc1ccc(NC(=O)CCNC(=O)N2CC(=O)Nc3ccccc32)cc1	6	4	-10	-8	.	3	1.2
CN(CC(=O)Nc1ccc(Cl)c(C(F)(F)F)c1)C(=O)Cc1ccsc1	-35	2	1	13	-3	5	0.5
COc1ccc(C)cc1NC(=O)CCNS(=O)(=O)c1cccc2nonc12	14	-1	-4	2	2	-1	2.4
COc1ccc(C(C(=O)NC2CCCC2)N(C(=O)c2ccco2)c2ccccc2OC)cc1 (stereo not drawn)	-1	10	0	-5	0	11	1.0
O=C(O)/C=C/C(=O)OC1CC2CCC1C2 (stereo not drawn)	3	.	1	0	0	12	-1.6
COC(=O)CN1C(=O)N/C(=C/c2cc(OC)c(OC)cc2C)C1=O	11	.	12	15	8	2	-1.4
CCN(CC)CCN1C(=O)C(=O)/C(=C(/O)c2cnn(-c3ccccc3)c2C)C1c1ccc(C)o1 (stereo not drawn)	.	-30	-129	.	1	.	.
CC1CCC2(CC1)NC(=O)N(CC(=O)Nc1sc3c(c1C(N)=O)CCC3)C2=O (stereo not drawn)	7	.	33	?	4	5	-1.1
Cc1sc2ccc3sccc3c2[n+]1C	-3	3	-14	12	-2	-2	-2.2
Cc1cc(/C=C2/C(=O)NN(c3ccccc3)C2=O)c(C)n1-c1ccc(O)cc1	-4	.	-63	.	-2	3	.
O=C(C1CCCC1)N1CC(=O)N2[C@H](CO)[C@H](c3ccc(C#CC4CCCC4)cc3)[C@H]2C1	-14	.	-12	-1	.	-5	0.4
CNc1snc(C)c1C(=O)OC(C)C(=O)Nc1cccc(OC)c1 (stereo not drawn)	-4	-6	14	5	0	6	4.0
COC(=O)c1cccc(C23CC4(C2)[C@H](CN(Cc2ccc(C(F)(F)F)cc2)[C@@H]4c2ccccc2)C3c2ccc(Cl)nc2)c1 (stereo partly drawn)	-1	1	-17	-8	-2	0	3.1
CC(=O)Nc1cnc(/C=C\CCCO)cn1	21	-8	8	-14	3	-15	0.6

2 entries from above, with values under each structure:
Each structure is followed by: INS-1E GSIS act	miR122 inh	PAX8 reporter	DENV2 CPE rescue	FN deposit inh	EWS-Fli inh	F508del corr
COc1ccc(C(C(=O)NC2CCCC2)N(C(=O)c2ccco2)c2ccccc2OC)cc1 (stereo not drawn)
 : -1	10	0	-5	0	11	1.0
O=C(O)/C=C/C(=O)OC1CC2CCC1C2 (stereo not drawn)
 : 3	.	1	0	0	12	-1.6

Later entries.
structure	INS-1E GSIS act	miR122 inh	PAX8 reporter	DENV2 CPE rescue	FN deposit inh	EWS-Fli inh	F508del corr
COc1ccc(NC(=O)C2c3ccccc3OCC(=O)N2Cc2ccco2)cc1 (stereo not drawn)	-24	.	-4	5	-7	-1	3.6
COC(=O)CCC(=O)OC1(C)C(=O)C2=CN(C3CCCC3)C(c3ccc(OC)cc3)=CC2=C(Br)C1=O (stereo not drawn)	.	.	10	.	-8	-9	-0.3
CC[n+]1c(C)cc(C)n1-c1ccccc1	2	.	21	-6	4	1	0.4
O=C(CC1C(=O)NCCN1Cc1c(F)cccc1Cl)NC1CCCCCC1 (stereo not drawn)	-17	0	11	-2	-5	6	-2.5
C[C@H](CO)N1C[C@H](C)[C@@H](CN(C)Cc2ccc(C(F)(F)F)cc2)Oc2ccc(NC(=O)CCC(F)(F)F)cc2CC1=O	-20	-3[16.7 µM]	28	0	-4	12	-2.2
CO[C@@H]1CN(C)C(=O)c2cc(NC(C)=O)ccc2OC[C@H](C)N(CCc2ccccc2)C[C@H]1C	-8	3[16.7 µM]	.	12	-2	3	2.9
CCCN1[C@@H]2Cn3c(ccc(-c4ccccc4F)c3=O)[C@H]1[C@@H](C(=O)NCC)[C@@H]2CO	14	6[16.7 µM]	1	-4	.	6	-2.9
C[C@@H]1CN([C@H](C)CO)C(=O)c2cc(NS(=O)(=O)c3ccccc3)ccc2O[C@@H](C)CCCCO[C@@H]1CN(C)Cc1ccc(Cl)c(Cl)c1	-3&-23	16[16.7 µM]	102*!	4&4	-2	16&14	2.7&1.1
COc1ccc(-n2cnnc2SCC(=O)Nc2cccc([N+](=O)[O-])c2)cc1	6	-7	-21	0	-7	2	-1.9
CCCN(C(=O)Cc1c(C(=O)O)n(C)c2ccccc12)c1cccc(C)c1	5	-1	9	7	0	-2	-1.4
CCOC(=O)CCCCCC(=O)Nc1ccc2c(c1)C(=O)N([C@H](C)CO)C[C@@H](C)[C@@H](CN(C)C(=O)CCC(F)(F)F)OCCCC[C@H](C)O2	9	0	-4	1	-5	-2	-2.8
Cc1ccc(OCC(=O)Nc2cc(C)on2)c([N+](=O)[O-])n1	3	.	-38	-4	.	1	-1.5
Cc1ccc(Nc2nc(-c3ccc(F)cc3)cs2)nc1	.	8	-100	-4	-1	-97	4.1
O=C(Cc1ccncc1)Nc1ccc2c(c1)[C@@H]1C[C@H](CC(=O)N3CCCCC3)O[C@@H](CO)[C@@H]1O2	-26	3[16.7 µM]	-2	3	-3	8	2.2
CCC(=O)Nc1ccc2c(c1)C(=O)N(C)[C@@H]1CC[C@@H](CC(=O)NCCc3ccncc3)O[C@H]1CO2	3	-5[16.7 µM]	-1	2	1	9	0.2
CCCc1c(-c2cccc(Cl)c2)ncn1CCc1ccccc1OC	-16	.	4	12	10	22	2.0
O=C(O)c1ccccc1-c1ccccc1C(=O)Nc1nccs1	11	1	-2	?	-7	12	-2.9
CC(CC(=O)Nc1ccc2c(c1)c(=O)n(C)n2-c1ccc2ccccc2c1)C(F)(F)F (stereo not drawn)	-8	18	14	1	14	?	5.1
CC(=O)NC(=S)Nc1ccc(NC(=S)NC(=O)c2cccs2)cc1	-12	-4	-11	-3	.	10	1.8
Cc1c(S(=O)(=O)Nc2cc(Cl)ccc2Cl)c(=O)n(C)c(=O)n1C	10	-4	14	11	7	-5	5.7
CC1CCN(S(=O)(=O)N2CCC(C(=O)NCCC3=CCCCC3)CC2)CC1	16	.	4	5	6	4	5.0
COc1ccc(N2C(=O)CCC(C(=O)c3ccccc3)=C2C)cc1	20	4	.	.	6	.	.
CC(C)(C)NC(=O)C1CCC(CNc2c(N3CCCCC3)c(=O)c2=O)CC1 (stereo not drawn)	-13	.	-5	3	-3	-4	2.6
Cc1cc2ncn(/N=C/c3ccc([N+](=O)[O-])o3)c2cc1C	0	.	.	.	.	9	-2.7
O=[N+]([O-])c1ccc(S(=O)(=O)NCCc2cn3ccccc3n2)cc1	-6	2	6	2	1	2	0.0
O=C(N/N=C1/SCC(=O)N1Cc1ccco1)c1ccccc1F	11	.	-8	-3	-10	6	0.5
C/C=C/c1ccc2c(c1)O[C@H](CN(C)C(=O)Nc1cccc(F)c1)[C@H](C)CN([C@@H](C)CO)S2(=O)=O	-11	-32[16.7 µM]	8	3	.	8	4.4
Cc1ccc(Cl)cc1NC(=O)CSc1sc2c(O)cc(=O)[nH]c2c1C#N	-9	8	16	15	-2	7	-1.7
CCOC(=O)C1=C(c2ccccc2)NC(N)=NC1c1ccc(OCc2ccc(C(=O)OC)cc2)cc1 (stereo not drawn)	-48	.	18	3	0	19	1.9
CCC(=O)Nc1cccc(NC(=O)c2ccc(Br)cc2)c1	-5	.	-38	-2	-15	-57	.
COc1ccc(-c2cc(NC(C)=O)c3ncc(-c4ccccc4)n3c2)c(OC)c1	4	3	12	8	-3	-22	-1.0
COc1ccc(NC(=O)N(C)C[C@H]2Oc3ccc(NC(=O)c4ccncc4)cc3C(=O)N([C@@H](C)CO)C[C@H]2C)cc1	13	-5[16.7 µM]	-10	4	.	4	0.3
COCC(C)NC(=S)Nc1ccccc1[N+](=O)[O-] (stereo not drawn)	3	4	10	6	-11	4	-1.5
COc1ccc(NC2CS(=O)(=O)CC2OC(=O)c2ccc(F)cc2)cc1 (stereo not drawn)	.	-10	-3	.	11	.	.
CC(=O)c1ccc(NC(=O)c2ccc(N3CCCC3=O)cc2)cc1	39	-3	-11	-2	-2	-40	1.0
CC(C)CC(=O)NC(=S)NNC(=O)c1cccc([N+](=O)[O-])c1	-6	.	-13	6	-4	7	2.0
COc1cc(/C=C/C(=O)OCC(=O)NC(=O)NC23CC4CC(CC(C4)C2)C3)ccc1OCC#N	-21	.	21	.	0	.	.
COC(=O)CCC(=O)N1CCOCCOCCOCC1	.	.	-9	1	2	-9	-1.0
CCOc1ccc(Cc2onc3c2C(=O)CC(C)(C)C3)cc1OCC	-5	.	-4	-6	.	4	-0.5
C[C@H]1CN([C@@H](C)CO)S(=O)(=O)c2ccc(-c3cccc(F)c3)cc2O[C@H]1CN(C)C(=O)Nc1cc(F)ccc1F	-37	2[16.7 µM]	.	-1	.	10	0.5
OC(CN1CCN(c2cccc(Cl)c2)CC1)c1ccc(F)cc1 (stereo not drawn)	-13	-1	16	49*	4	3	-0.9
CC(Oc1ccc2c(-c3ccccc3)cc(=O)oc2c1)C(=O)N1CCC[C@@H]1C(N)=O (stereo partly drawn)	19	-15	.	8	.	-31	0.0
COc1cccc(NC(=S)NCc2ccc3c(c2)cc(C)n3C)c1	-11	.	-1	-6	-12	-10	-3.4
O=C(C[C@@H]1C[C@H]2c3cc(NC(=O)CC4CC4)ccc3O[C@H]2[C@@H](CO)O1)NCc1ccccn1	20	0[16.7 µM]	4	4	-5	-2	2.4
C#CCSc1n[nH]c(=O)n1-c1cccc(C(F)(F)F)c1	21	.	8	3	0	14	0.0

Three entries drawn at random from the list so far, as already listed:
structure	INS-1E GSIS act	miR122 inh	PAX8 reporter	DENV2 CPE rescue	FN deposit inh	EWS-Fli inh	F508del corr
COc1ccc(NC(=O)N(C)C[C@H]2Oc3ccc(NC(=O)c4ccncc4)cc3C(=O)N([C@@H](C)CO)C[C@H]2C)cc1	13	-5[16.7 µM]	-10	4	.	4	0.3
CCCc1c(-c2cccc(Cl)c2)ncn1CCc1ccccc1OC	-16	.	4	12	10	22	2.0
CC(=O)NC(=S)Nc1ccc(NC(=S)NC(=O)c2cccs2)cc1	-12	-4	-11	-3	.	10	1.8

Entries of single compounds from above:
O=C(C[C@@H]1C[C@H]2c3cc(NC(=O)CC4CC4)ccc3O[C@H]2[C@@H](CO)O1)NCc1ccccn1 across the screens: INS-1E GSIS act = 20; miR122 inh = 0[16.7 µM]; PAX8 reporter = 4; DENV2 CPE rescue = 4; FN deposit inh = -5; EWS-Fli inh = -2; F508del corr = 2.4
OC(CN1CCN(c2cccc(Cl)c2)CC1)c1ccc(F)cc1 (stereo not drawn) across the screens: INS-1E GSIS act = -13; miR122 inh = -1; PAX8 reporter = 16; DENV2 CPE rescue = 49*; FN deposit inh = 4; EWS-Fli inh = 3; F508del corr = -0.9
